PGK inhibitor: inhibitors of T. brucei phosphoglycerate kinase | P07378 | PGK/GAPDH coupled, Kinase-Glo luminescence, 60 min | Potency, µM (top dose mostly 57.5 µM), inactives show at the highest dose activity change, negative = inhibition, most hits filed as inhibitors | hit rate 0.043% among 380,000 | AID 602233; also: % is scaled to controls: 0 for no effect and ±100 for the full control effect; nearly all actives have a fitted effect of over 60% in size
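Recombinant glycosomal PGK reaction used 1,3-bisphosphoglycerate generated in-well by GAPDH (100nM final) in 100mM TEA pH 7.6, 5mM MgCl2, 0.01% Tween-20. After 60 minutes at room temperature, ATP was read by Kinase-Glo Plus luminescence end-point.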
JMJD2A Tudor: inhibitors of human JMJD2A Tudor domain | O75164 | AlphaScreen JMJD2A-Tudor / H3K4me3 peptide binding | Potency, µM (top dose mostly 114 µM), without a hit: at the top dose activity change, negative = inhibition, usual class: inhibitors | hit rate 4.4% among 390,000 | AID 504339; also: % is scaled to controls: 0 for no effect and ±100 for the full control effect; nearly all actives have a fitted effect of over 50% in size
Pin1 inhibitor: blocks the human prolyl isomerase Pin1. Pin1 FP peptide displacement, HiFluor488, 10 min. Potency, µM (titrated, usually from 115 µM), without a hit: at the highest dose activity, negative = inhibition, hits mostly inhibitors. hit rate 0.009% among 390,000. AID 504891; active = well fitted inhibition curve with a large enough effect in the polarisation, with a control signal flat, not every such curve was filed as active; inconclusive = small, poorly fitted or top-dose-only effect, or effect the other way, or a change in a side signal; inactive = no such curve, though single readings can be large or run the other way; the % refers to the polarisation; also: % is scaled to controls: 0 for no effect and ±100 for the full control effect
POLI inh: DNA polymerase iota (human) inhibition; hit rate 1% among 390,000; Pol iota fluorescent replication assay, 10 min; Q9UNA4; AID 588590; Potency, µM (series often up to 115 µM), for the others: at the highest dose activity, negative = inhibition, hits mostly inhibitors
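Pol iota at 10 nM preincubated 15 min with compounds at room temperature; reaction started with fluorescent substrate, 50 nM final. Fluorescence read kinetically at 0 and 10 min; buffer-only wells as negative control.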
BAZ2B block: inhibitors of human BAZ2B bromodomain | AlphaScreen BAZ2B-H3K14Ac peptide displacement | Potency, µM (series often up to 114 µM), inactives show top-dose activity change, negative = inhibition, most hits filed as inhibitors | hit rate 4.4% among 360,000 | AID 504333; also: % is scaled to controls: 0 for no effect and ±100 for the full control effect; nearly all actives have a fitted effect of over 60% in size
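In this displacement format the biotinylated H3(5-23) peptide acetylated at Lys14 serves as ligand at 50 nM, with BAZ2B at 50 nM in PBS pH 7.4 containing 0.01% Tween-20. Donor and acceptor beads are 10 ug/mL final.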
BLM inh: Bloom syndrome helicase (human) inhibition; P54132; recombinant BLM DNA unwinding, fluorescence dequenching; Potency, µM (series often up to 56.1 µM), for inactives: at the top dose activity change, negative = inhibition, usual class: inhibitors; hit rate 0.2% among 350,000; AID 2528;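 also: plate controls were vehicle for no effect and no enzyme for full effect; nearly all actives have a fitted effect of over 35% in size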
GLS inh: glutaminase GLS (human) inhibition | AID 624170 | GLS enzymatic activity, qHTS titration | hit rate 0.21% among 410,000 | Potency, µM (series often up to 45.5 µM), inactives show at the highest dose activity change, negative = inhibition, actives largely listed as inhibitors; also: % is scaled to controls: 0 for no effect and ±100 for the full control effect
Target sequence (O94925 whole entry, looked up): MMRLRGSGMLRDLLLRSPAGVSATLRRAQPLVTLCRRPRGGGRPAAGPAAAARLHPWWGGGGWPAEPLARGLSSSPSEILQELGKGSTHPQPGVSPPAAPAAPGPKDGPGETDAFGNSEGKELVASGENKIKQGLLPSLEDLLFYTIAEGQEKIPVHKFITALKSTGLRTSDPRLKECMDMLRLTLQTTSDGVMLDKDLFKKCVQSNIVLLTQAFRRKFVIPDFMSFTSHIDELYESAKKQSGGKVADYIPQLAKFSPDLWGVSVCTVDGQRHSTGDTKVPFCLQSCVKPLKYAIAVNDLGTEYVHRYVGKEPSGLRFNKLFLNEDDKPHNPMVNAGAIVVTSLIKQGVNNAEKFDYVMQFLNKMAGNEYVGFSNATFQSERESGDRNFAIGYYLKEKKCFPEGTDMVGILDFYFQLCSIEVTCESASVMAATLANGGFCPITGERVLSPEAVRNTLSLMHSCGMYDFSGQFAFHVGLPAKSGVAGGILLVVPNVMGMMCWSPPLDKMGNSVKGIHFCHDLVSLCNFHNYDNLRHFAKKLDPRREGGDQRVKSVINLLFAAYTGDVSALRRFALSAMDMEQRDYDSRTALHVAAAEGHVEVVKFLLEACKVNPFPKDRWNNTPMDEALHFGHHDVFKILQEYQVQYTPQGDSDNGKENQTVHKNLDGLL
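Coupled fluorescence readout: glutamate oxidase/HRP/Amplex Red detect glutamate formed by hKGA from L-glutamine (1 mM solution added). Buffer 45 mM KH2PO4 pH 8.2, 0.02% Tween-20; reads at t0 and 30 min RT.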
G9a block: inhibitors of human histone lysine methyltransferase G9a; hit rate 8.8% among 350,000; G9a H3K9 monomethylation, AlphaScreen, 2 h; Potency, µM (titrated, usually from 102 µM), inactives show top-dose activity, negative = inhibition, actives largely listed as inhibitors; Q96KQ7; also: % is scaled to controls: 0 for no effect and ±100 for the full control effect; nearly all actives have a fitted effect of over 75% in size
Target sequence (Q96KQ7 913-1193 limits assumed): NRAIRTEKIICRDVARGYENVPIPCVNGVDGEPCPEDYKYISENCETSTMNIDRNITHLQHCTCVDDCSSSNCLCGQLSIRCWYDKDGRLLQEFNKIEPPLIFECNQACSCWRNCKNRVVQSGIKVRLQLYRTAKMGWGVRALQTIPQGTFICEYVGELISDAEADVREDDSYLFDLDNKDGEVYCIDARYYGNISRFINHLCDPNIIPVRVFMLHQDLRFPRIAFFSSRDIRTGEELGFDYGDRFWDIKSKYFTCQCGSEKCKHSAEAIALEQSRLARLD
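AlphaScreen detection with an anti-monomethyl H3K9 antibody quantified product after a 2 h room-temperature reaction containing 500 nM biotinylated H3K9 peptide, 20 µM SAM and 20 nM enzyme, which had been preincubated 15 min with compound.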
HP1b binding inh: HP1-beta chromodomain-methylated histone interaction inhibition. P83916. hit rate 0.56% among 390,000. Potency, µM (highest dose often 114 µM), for inactives: top-dose activity change, negative = inhibition, actives largely listed as inhibitors. AlphaScreen HP1-beta / biotin-H3K9me3 peptide binding; also: nearly all actives have a fitted effect of over 70% in size; inactives centre near 23
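HP1-beta protein (50 nM final) preincubated 30 min at room temperature with biotinylated H3(1-18)K9me3 peptide (50 nM) in PBS pH 7.4, 0.01% Tween-20, then compound added for 30 min. AlphaScreen streptavidin donor/nickel chelate acceptor beads (10 ug/mL final), 30 min dark, luminescence read.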
Starred values were filed as active, the others as inactive; i = inactive; u = inconclusive; x = not tested or not shown; [ ] = remark or other dose. Unless noted, calls follow the shape of the dose curve; as a rule, active = well fitted curve in the direction sought with a large enough effect; inconclusive = small, poorly fitted or top-dose-only effect, or another doubt; inactive = no such curve, though single readings can be large; an effect the other way counts as inactive or inconclusive. Potency is read from the fitted curve at half-maximal effect.

cpd	SMILES	PGK inhibitor	JMJD2A Tudor	Pin1 inhibitor	POLI inh	BAZ2B block	BLM inh	GLS inh	G9a block	HP1b binding inh
1	CCC(C)[C@H](NC(=O)C1CCC(CNC(=O)[C@@H]2CCCN2C(=O)OC(C)(C)C)CC1)C(=O)O (some centres undefined)	3%	-9%	1%	-1%	5%	-9%	11%	21%	86%[activator]
2	CCOc1ccc(S(=O)(=O)NCc2ccccn2)cc1NC(=O)c1ccccc1F	2%	1%	-1%	11%	-15%	-7%	5%	0%	2%
3	CCOc1ccc(S(=O)(=O)N2CCN(c3ccc(Cl)c(Cl)c3)CC2)c2ccccc12	-9%	-1%	-4%	-3%	-6%	-3%	-6%	4%[59 µM]	39%[activator]
4	O=C(CSc1c2c(nc3cc(Cl)ccc13)CCCC2)NCCCN1CCOCC1	-4%	-22%	3%	32%[activator]	x	1%	2%	-43%	23%
5	O=C1c2ccc([N+](=O)[O-])cc2C(=O)N1CNc1ccccn1	-3%	-17%	-2%	7%	-5%	2%	3%	21%[59 µM]	38%
6	O=C(Nc1nccs1)C1CCN(S(=O)(=O)c2ccccc2)CC1	i	-17%	0%	-10%	2%	-2%	-12%	22%	19%
7	O=S(=O)(NCCOCCNS(=O)(=O)c1ccccc1)c1ccccc1	0%	-13%	6%	61%[activator]	-24%	0%	6%	u	12%
8	CC(C)Oc1ccc(CNC(=O)c2ccc3c(c2)N(Cc2ccc(F)cc2)CCS3)cc1	x	-17%	-8%	6%	0%	-3%	-1%	1%[59 µM]	31%
9	Nc1ccc(-c2nnn(Cc3ccccc3)n2)cc1	-5%	-11%	-1%	u	x	x	-11%	x	66%[activator]
10	FC(F)(F)c1ccnc(Sc2n[nH]c(C(F)(F)F)n2)c1	i	-21%	-1%	30%	-16%	0%	16%	u	40%[activator]
11	Cc1ccc(C(=O)OC2CCN(c3ccc([N+](=O)[O-])cc3)CC2)cc1	0%	-32%	-8%	9%	-34%	-2%	-1%	-20%	9%
12	Cc1ccc(-c2csc3nc(SCC(=O)N(C)C)n(Cc4ccccc4)c(=O)c23)cc1	-11%	-33%	13%	-10%	-8%	-6%	7%	13%[59 µM]	-1%
13	Cc1ccc(C(=O)Nc2cccc(C(F)(F)F)c2)cc1Nc1ncnc2nc[nH]c12	-8%	x	x	x	0%	-5%	6%	13%[12.7 µM]	x
14	CCCCn1cc(S(=O)(=O)c2ccc(OC)cc2)c(=O)c2cc(CC)ccc21	-3%	-16%	-3%	25%	-2%	-6%	4%	-28%[59 µM]	37%
15	Cn1c(O)c(N=NC(=O)CNC(=O)c2ccccc2)c2cc(Br)ccc21	-4%	-32%	1%	28%	-16%	2%	-6%	0%[59 µM]	-17%
16	O=C(Nc1ccc(F)cc1F)c1c2c(nc3ccccc13)C(=O)N(C1CCCCC1)C2	0%	-23%	-4%	16%	-17%	2%	9%	16%[59 µM]	-4%
17	Fc1ccccc1/C=N/Nc1nc(N2CCCCC2)nc(N2CCCCC2)n1	-9%	-6%	-1%	-15%	-18%	-3%	-5%	20%	40%[activator]
18	CCN(CC)C(=O)c1ccc2c(c1)N(Cc1ccccc1F)C(=O)c1ccccc1S2=O (centres undefined)	-9%	-5%	-3%	11%	-15%	1%	8%	4%[59 µM]	40%[activator]
19	COCCNC(=O)C1CC(c2cccc(OC)c2)=NO1 (centres undefined)	-4%	-10%	3%	22%	-2%	1%	-1%	21%	39%[activator]
20	COc1ccc(Nc2nc(N)nc(CSc3nncn3C)n2)cc1	-8%	-19%	-1%	-12%	4%	-3%	-14%	14%	5%
21	CC(=O)Nc1nnc(SCc2cc(=O)c3cccc(Cl)c3[nH]2)s1	-4%	-32%	20%	89µM*	-7%	-16%	-13%	31%[59 µM]	19%[57 µM]
22	CNC(=O)c1cc(C(=O)c2ccccc2Br)c[nH]1	-7%	-17%	3%	-9%	u	0%	-4%	7%[2.33 µM]	40%[activator]
23	Cc1ccccc1Oc1ncnc2oc(-c3ccccc3)cc12	-4%	64%[activator]	u	2%	33%	-8%	0%	118%[activator]	54%
24	CCCCn1c(C23CC4CC(CC(C4)C2)C3)n[nH]c1=S	i	32µM*	-2%	134%[activator]	-34%	-6%	94%[activator]	x	-10%
25	COc1ccc2[nH]c(C)c(CCN3C(=O)OC(C)(C)C3(C)O)c2c1 (centres undefined)	-1%	-33%	-2%	18%	-6%	5%	11%	-24%[59 µM]	11%
26	COc1ccc(NC(=O)CNC(=O)C2CCCCC2)cc1OC	-2%	-10%	2%	-1%	x	x	7%	x	20%
27	Nc1sccc1C(=O)c1ccc(Cl)cc1	-5%	-21%	5%	-4%	u	-2%	22%	u	-20%
28	Cc1ccc(Cn2c(C)c3cnn(CC(=O)NCc4ccccc4)c(=O)c3c2C)cc1	0%	-31%	21%	u	-27%	-7%	-2%	-10%[59 µM]	17%
29	Cc1c(C(=O)N/N=C/c2ccccn2)nnn1-c1nonc1N	1%	89µM*	3%	95%[activator]	45µM*	1%	-8%	u	29%
30	CCc1cc(C)cc(OCCNC(=O)c2ncn[nH]2)c1	3%	u	2%	28%	50µM*	1%	-1%	8%[59 µM]	30%

Brought forward from above: 2 compounds; new compounds follow.
cpd	SMILES	PGK inhibitor	JMJD2A Tudor	Pin1 inhibitor	POLI inh	BAZ2B block	BLM inh	GLS inh	G9a block	HP1b binding inh
29	Cc1c(C(=O)N/N=C/c2ccccn2)nnn1-c1nonc1N	1%	89µM*	3%	95%[activator]	45µM*	1%	-8%	u	29%
30	CCc1cc(C)cc(OCCNC(=O)c2ncn[nH]2)c1	3%	u	2%	28%	50µM*	1%	-1%	8%[59 µM]	30%
31	CCCOC1CCCN(C(=O)c2cc(COc3ccc(F)c(F)c3)on2)C1 (centres undefined)	-1%	24%	0%	2%	24%	-7%	-1%	x	42%[activator]
32	COC(=O)c1c(C)[nH]c(C(=O)OC(C)C(=O)N(C)C2CCCCC2)c1C (centres undefined)	5%	-12%	0%	17%	-4%	x	7%	-28%	13%
33	Cc1cc(N2C(=O)C3C4C=CC(C4)C3C2=O)no1 (centres undefined)	-5%	-7%	-3%	8%	-3%	2%	2%	13%[12.7 µM]	36%[activator]
34	Cc1cc(C(=O)NNC(=O)c2ccccc2O)c(C)o1	i	-17%	-1%	-11%	-6%	x	15%	72%[activator][12.7 µM]	31%
35	Cc1ccccc1NC(=O)c1c2c(nc3ccccc13)C(=O)N(C1CCCCC1)C2	-9%	-19%	-1%	-5%	-18%	-1%	-2%	6%[59 µM]	22%
36	CCOC(=O)C1CCN(C(=O)N(C)C)CC1	-3%	-3%	-2%	-5%[58.9 µM]	41%[activator]	0%	5%	22%[59 µM]	33%
37	O=C(N/N=C/c1coc2ccc(Cl)cc2c1=O)c1ccc(O)cc1	-6%	u	1%	8%	-24%	-10%	24%	14%	25%
38	Cc1ccc(C)c(COC(=O)c2cc(S(=O)(=O)N3CCCCC3)ccc2N2CCOCC2)c1	-3%	-18%	5%	16%	-5%	x	1%	7%[0.501 µM]	14%
39	CC1Cc2ccccc2N1S(=O)(=O)c1cccc(C(=O)NCc2ccncc2)c1 (centres undefined)	-2%	-8%	-1%	-6%	-5%	x	3%	u	34%
40	COc1ccc(NC(=O)c2c(-c3ccccc3)noc2C)c(OC)c1	i	-18%	1%	34%	-30%	-9%	0%	-10%	32%
41	CCC12CN3CC(CC)(CN(C1)C3c1cccc(OC)c1O)C2=O (centres undefined)	-4%	-11%	-6%	13%	-16%	1%	9%	9%[59 µM]	25%
42	Cn1c(N)c(C(=O)COC(=O)c2cccc(S(=O)(=O)N3CCCCC3)c2)c(=O)n(C)c1=O	-7%	-13%[57.1 µM]	1%	2%	-5%	1%	10%	9%	36%
43	CN=c1sc(C(=O)Nc2cccc(Cl)c2)cc(=O)n1C	i	45µM*	u	-11%	8%	5%	-17%	9%[59 µM]	-5%
44	Nc1ccc2c(c1)C(O)c1cccc(C(=O)O)c1-2 (centres undefined)	-7%	-15%	-11%	21%	x	x	3%	x	40%[activator]
45	Cc1ccc(S(=O)(=O)NCC(=O)NC2CC2)cc1	-8%	-11%	-12%	37%[activator]	0%	0%	4%	32%	26%
46	COc1cccc(NC(=O)Nc2ccc3c(c2)N(C)C(=O)CS3)c1	9%	-14%	u	6%	-32%	-12%	1%	16%[59 µM]	8%
47	COc1cccc(-n2c(=O)c3sccc3n(CC(=O)NC3CCCCC3)c2=O)c1	-1%	-6%	0%	110%[activator]	6%	-3%	-12%	21%	16%
48	Oc1ccc(/C=N/Nc2ncnc3nc[nH]c23)cc1	u	-15%	17%	15%	-8%	-24%	8%	x	24%
49	Cc1ccc2nc(NC(=O)Cc3cccs3)sc2c1	0%	-7%	-1%	4%[58.9 µM]	5%	-6%	1%	13%[59 µM]	28%
50	CCOCCCNC(=O)C1CCCN1C(=O)NC1CCCCC1 (centres undefined)	-3%	-9%	-2%	34%[activator]	5%	-2%	0%	-5%[2.33 µM]	30%
51	O=C(CCN1C(=O)C2C3CCC(C3)C2C1=O)Nc1ccccc1Cl (centres undefined)	i	1%	-5%	-4%	-1%	-3%	0%	x	29%
52	NC(=O)C1CCCN(C(=O)c2cccc(S(=O)(=O)N3CCCCCC3)c2)C1 (centres undefined)	-2%	-9%	-7%	59%[activator]	-32%	x	4%	5%[59 µM]	28%
53	OCCNc1nc(Nc2cc(Cl)ccc2OC2CCCC2)nc(N2CCCC2)n1	2%	u	1%	24%	x	x	0%	x	0%
54	CC(C)(C)C(=O)Nc1nnc(COc2ccc(Cl)cc2)s1	5%	0%	-2%	1%[58.9 µM]	0%	-12%	4%	14%	40%[activator]
55	Cc1ccnc(NC(=O)c2cccc(S(=O)(=O)N3CCOCC3)c2)c1	-9%	-18%	-2%	22%	4%	x	-1%	-17%	21%
56	CCC(=O)Nc1ccccc1C(=O)OCC(=O)Nc1ccc(S(N)(=O)=O)cc1	-13%	-14%	1%	1%	7%	-1%	1%	-10%[59 µM]	27%
57	CC(C)c1ccc(O)c(NC(=O)c2cncc(Br)c2)c1	1%	-25%	20%	15%	12%	-5%	x	40µM*	35%[activator]

The list is partial; count on the stated rates, not on these rows.
